# SENP8 block-1: blocks human SENP8 cleavage of Nedd8 substrate | inhibition, % at 20 µM | actives 0.64% (n = 360,000) | AID 602440 | recombinant SENP8, Nedd8 substrate fluorescence; in the data active = inhibition mostly above about 40%, no sharp cut-off; inactive = mostly below about 27%
# A3G deaminase: APOBEC3G (human) deaminase inhibition; Q9HC16; AID 493012; actives 0.28% (n = 330,000); inhibition, % at 20 µM; recombinant A3G, ssDNA deamination FAM/TAMRA fluorescence;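 active = inhibition of at least 40% at 20 µM, with no more than 30% in the related APOBEC3A deaminase screen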;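 note: plate controls were DMSO wells with A3G for no effect and wells lacking A3G enzyme for full effect; some compounds called inactive have numbers as strong as hits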
# Target sequence (Q9HC16 whole entry, looked up): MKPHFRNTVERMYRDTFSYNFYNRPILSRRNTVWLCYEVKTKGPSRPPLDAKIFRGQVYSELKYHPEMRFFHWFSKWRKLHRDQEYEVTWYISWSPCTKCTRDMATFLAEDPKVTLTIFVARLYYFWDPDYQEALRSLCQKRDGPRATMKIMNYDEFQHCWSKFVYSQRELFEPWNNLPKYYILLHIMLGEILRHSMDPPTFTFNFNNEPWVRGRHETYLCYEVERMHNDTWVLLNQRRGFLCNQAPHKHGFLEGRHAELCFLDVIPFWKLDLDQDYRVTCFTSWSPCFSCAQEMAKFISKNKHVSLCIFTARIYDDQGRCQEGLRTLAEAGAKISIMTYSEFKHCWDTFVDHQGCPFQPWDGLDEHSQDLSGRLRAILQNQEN
# SENP6 block: inhibitors of human SENP6 protease; Recombinant SENP6 catalytic domain, aminoluciferin luminescence; inhibition, % at 10 µM; actives 1.8% (n = 330,000); AID 2599;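 active = inhibition above about 50% at the single tested dose, limit read from the data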;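 note: plate controls were DMSO wells with enzyme for no effect and DMSO wells lacking enzyme for full effect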
# Apaf-1 inh: human Apaf-1 inhibition; reconstituted apoptosome caspase-3 activity, DEVD-Rh110 fluorescence; inhibition, % at 20 µM; actives 0.71% (n = 330,000); active = inhibition of at least 40% at 20 µM;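 note: plate controls were DMSO wells for no effect and DEVD-CHO caspase inhibitor wells for full effect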
#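 System: reconstituted apoptosome with Apaf-1, cytochrome c, caspase-9, procaspase-3, dATP; Signal: Rh110 fluorescence intensity; Schedule: 30 min compound preincubation, 50 min activation, room temperature; Reagent: cytochrome c trigger plus (Z-DEVD)2-Rh110 caspase-3 substrate.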
# UBC13 inh: blocks human UBC13 polyubiquitin chain formation; AID 485273; actives 0.47% (n = 330,000); inhibition, % at 20 µM; TR-FRET; in the data active = inhibition above about 45%, passing the limit was not always enough
# SENP8 block-2: inhibitors of human SENP8 protease | purified SENP8, Z-RLRGG-aminoluciferin cleavage, luminescence | inhibition, % at 10 µM | actives 1.2% (n = 330,000) | AID 2540; in the data active = inhibition above about 50%
# SENP7 inh: inhibitors of human SENP7 protease | Q9BQF6 | recombinant SENP7, Z-RLRGG-aminoluciferin luminescence, 40 min | inhibition, % at 5 µM | actives 1.5% (n = 330,000) | AID 434973;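 active = inhibition above about 50% at the single test dose, limit read from the data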;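 note: plate controls were DMSO with enzyme for no effect and no enzyme buffer wells for full effect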
# Target sequence (Q9BQF6 706-1050 limits assumed): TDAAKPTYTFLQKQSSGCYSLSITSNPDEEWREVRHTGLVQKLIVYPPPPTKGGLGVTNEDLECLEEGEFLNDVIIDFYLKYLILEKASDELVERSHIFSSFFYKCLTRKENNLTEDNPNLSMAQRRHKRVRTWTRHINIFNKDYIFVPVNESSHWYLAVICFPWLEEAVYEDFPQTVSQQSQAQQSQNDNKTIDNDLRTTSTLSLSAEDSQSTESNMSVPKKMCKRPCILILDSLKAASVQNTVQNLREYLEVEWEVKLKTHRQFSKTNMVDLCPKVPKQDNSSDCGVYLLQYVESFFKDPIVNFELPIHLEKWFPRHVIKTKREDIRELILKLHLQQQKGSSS
# SENP1 inh: SENP1 (human) catalytic domain inhibition. recombinant SENP1 catalytic domain, CyPet-SUMO1-YPet FRET cleavage. inhibition, % at 10 µM. actives 0.21% (n = 360,000). AID 624204;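 active = inhibition at least 30% at 10 µM, raw YFP signal under a set limit, fluorescence ratio 0.5 to 1.5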;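 note: 0% = enzyme with DMSO and 100% = no enzyme wells; some results filed as inactive read as strong as hits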
# Target sequence (Q9P0U3 419-644 limits assumed): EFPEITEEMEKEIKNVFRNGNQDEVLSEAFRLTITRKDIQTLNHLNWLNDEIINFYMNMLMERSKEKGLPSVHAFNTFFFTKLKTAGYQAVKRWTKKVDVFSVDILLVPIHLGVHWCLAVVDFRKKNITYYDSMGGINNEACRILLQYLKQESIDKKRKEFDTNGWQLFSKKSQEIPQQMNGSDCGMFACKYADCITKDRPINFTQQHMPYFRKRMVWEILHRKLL
#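 Assay system – human recombinant His6-tagged SENP1 catalytic domain enzyme · Input – SENP1 enzyme, 20 pM final · Buffer or medium – Tris pH 8 buffer plus EDTA, NaCl, BME, BSA, NP40, catalase · Schedule – 50 min reaction at room temperature · Technique – FRET read of cyan and yellow fluorescence · Control set – no-enzyme wells low, DMSO-plus-enzyme wells high control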
# Numbers without * were called inactive; x = not tested or not shown.
SMILES,SENP8 block-1,A3G deaminase,SENP6 block,Apaf-1 inh,UBC13 inh,SENP8 block-2,SENP7 inh,SENP1 inh
Cc1ccc(S(=O)(=O)N(C)CC(=O)OCC(=O)NCCN2C(=O)CSC2=O)cc1,2,-10,-6,2,-6,-14,-3,4
O=[N+]([O-])c1ccc(S(=O)(=O)Nc2cccc(-c3ccc(N4CCCC4)nn3)c2)cc1,7,-9,3,18,-3,2,-6,2
COc1cccc(OC)c1C(=O)Nc1ccc(N2CCN(C(=O)c3cccs3)CC2)cc1,9,-5,-11,0,0,-2,-10,2
CCC1CN(C(=O)Nc2cccc(C)c2)c2cc(C)ccc2O1 (stereo unspecified),9,1,6,11,0,0,9,3
COc1cccc(CNC(=S)Nc2cc(C)cc(C)c2)c1,9,-6,-1,14,-3,-2,-7,2
O=C(C1CCCN(Cc2cccc(Cl)c2)C1)N1CCCCC1 (stereo unspecified),14,-8,-12,6,-2,-5,-5,2
CCC(C)c1ccccc1N1CC(C(=O)Nc2ccc(S(=O)(=O)N3CCOCC3)cc2)CC1=O (stereo unspecified),-10,-6,-10,12,-2,-7,-8,-23
O=C(NC1CCN(Cc2ccccc2)CC1)c1cccc(OC(F)F)c1,18,-7,-4,4,-4,-14,-8,-3
COc1ccccc1CC(=O)N1CCN(c2ccc([N+](=O)[O-])cc2)CC1,4,-5,-22,-9,-7,1,-5,-1
CC(C)CC(=O)Nc1ccccc1Oc1ccccc1,12,2,20,1,-4,5,7,2
Clc1cccc(OCCOCCN2CCNCC2)c1Cl,13,-3,-1,10,12,-5,2,0
CCOC(=O)N1CCC(NC(=O)CS(=O)(=O)Cc2nc(-c3ccccc3Cl)oc2C)CC1,19,0,-2,8,-1,-12,-1,-3
CCCc1nc2ccccc2c(=O)n1/N=C/c1ccccc1O,5,-4,-1,7,17,-1,0,-9
CN1C(=O)/C(=C/c2cccc(Cl)c2)Sc2ccc(C(=O)N3CCOCC3)cc21,-35,-3,16,22,-1,2,-2,-2
CC(C)(Oc1ccc(Cl)cc1)C(=O)NC1CCCCC1,7,3,-2,12,-1,-5,3,3
COc1ccccc1C(=O)Nc1c(C(=O)N(CCN(C)C)Cc2ccco2)oc2ccccc12,-16,0,6,18,27,-4,10,1
O=C1CCc2ccccc2O1,34,1,-8,-9,3,5,-6,-9
N#Cc1ccccc1COC(=O)c1cccnc1N,-417,-2,-5,-3,17,-4,0,-1
CCCc1cc(=O)oc2cc(C)cc(OCC(=O)Nc3ccccn3)c12,-320,-2,13,9,12,-5,3,3
CC(Cc1ccccc1)NC(=O)CCCN1C(=O)c2ccccc2C1=O (stereo unspecified),17,-7,-18,2,-4,-1,5,3
O=C(CC(=O)c1ccccc1)Nc1ccccn1,1,6,32,-3,-7,35,32,1
O=C(Nc1ccc2[nH]c(=O)[nH]c2c1)c1cc(F)c(F)cc1Cl,9,-3,-9,4,-3,5,2,-36
CCOC(=O)c1nn(-c2ccccc2)c(=O)cc1OCC(=O)Nc1cccc(OC)c1,-10,-8,2,5,13,2,-10,3
O=C(N/N=C/C=C/c1ccco1)c1cnccn1,32,15,4,-11,-11,5,1,2
Cc1ccc(O)c(C(=O)/C=C/c2ccc3c(c2)OCCO3)c1,22,-3,-30,12,7,-10,-8,1
COc1ccc(Cl)cc1N1C(=O)C2CCCN2C1c1ccccc1F (stereo unspecified),7,-4,-9,-6,7,-2,-1,1
COc1ccc(CCn2nnnc2C(C(C)C)N2CCN(c3ncccn3)CC2)cc1OC (stereo unspecified),33,-5,19,2,7,-6,-1,0
CC(=O)Nc1ccccc1C(=O)C(=O)O,-10,-5,-10,-1,4,8,4,3
Cc1ccc(C(=O)CCC(=O)Nc2ccccc2F)cc1,13,-6,22,-15,4,-12,-1,4
CCN(CC)CCCNC(=O)c1cc2nc(-c3ccccc3)cc(C(F)(F)F)n2n1,-110,-7,-3,6,7,10,-1,0

# Quoted from the listing.
# Result of COc1ccccc1C(=O)Nc1c(C(=O)N(CCN(C)C)Cc2ccco2)oc2ccccc12 under SENP8 block-2: -4
# Result of CCCc1cc(=O)oc2cc(C)cc(OCC(=O)Nc3ccccn3)c12 under SENP6 block: 13
# Result of CCOC(=O)c1nn(-c2ccccc2)c(=O)cc1OCC(=O)Nc1cccc(OC)c1 under UBC13 inh: 13
# Result of O=C(CC(=O)c1ccccc1)Nc1ccccn1 under Apaf-1 inh: -3
# Result of COc1ccc(Cl)cc1N1C(=O)C2CCCN2C1c1ccccc1F (stereo unspecified) under UBC13 inh: 7
# Result of N#Cc1ccccc1COC(=O)c1cccnc1N under SENP8 block-2: -4

# Whole records from above.
# Results for CC(Cc1ccccc1)NC(=O)CCCN1C(=O)c2ccccc2C1=O (stereo unspecified) → SENP8 block-1: 17; A3G deaminase: -7; SENP6 block: -18; Apaf-1 inh: 2; UBC13 inh: -4; SENP8 block-2: -1; SENP7 inh: 5; SENP1 inh: 3
# Results for CCOC(=O)c1nn(-c2ccccc2)c(=O)cc1OCC(=O)Nc1cccc(OC)c1 → SENP8 block-1: -10; A3G deaminase: -8; SENP6 block: 2; Apaf-1 inh: 5; UBC13 inh: 13; SENP8 block-2: 2; SENP7 inh: -10; SENP1 inh: 3
# Results for CC(=O)Nc1ccccc1C(=O)C(=O)O → SENP8 block-1: -10; A3G deaminase: -5; SENP6 block: -10; Apaf-1 inh: -1; UBC13 inh: 4; SENP8 block-2: 8; SENP7 inh: 4; SENP1 inh: 3

# Additional entries follow.
SMILES,SENP8 block-1,A3G deaminase,SENP6 block,Apaf-1 inh,UBC13 inh,SENP8 block-2,SENP7 inh,SENP1 inh
CS(=O)(=O)N1CCC(C(=O)NCc2ccc(Cl)cc2)CC1,23,0,30,4,7,0,0,3
CC(=O)Nc1ccc(OCc2ccc(S(=O)(=O)Cc3ccccc3)cc2)cc1,0,-2,-5,-4,6,-1,3,1
Cc1cc(C)c(OCCCCn2cnc3ccccc3c2=O)c(C)c1,11,4,17,25,3,1,4,-8
Cc1ccc(CNC(=O)CCCn2nc(C)c3c(C)n(-c4ccccc4)nc3c2=O)cc1,12,-3,-13,6,2,4,1,0
O=C(NC1CCCCC1)C(c1ccncc1)N(Cc1ccc2c(c1)OCO2)C(=O)C(F)(F)F (stereo unspecified),17,0,10,-1,4,3,1,3
COc1ccccc1NC(=O)C(C)Sc1nnnn1C (stereo unspecified),22,-1,0,1,6,3,4,-1
COc1ccc(OC)c(-c2nnc(SCC(=O)N3CCCC3)o2)c1,-75,-9,-11,-4,-3,-5,-4,2
FC(F)(F)c1nc(NCc2cccnc2)c2ccccc2n1,10,-6,-23,-5,4,2,-1,-5
COc1ccccc1N(CC(O)CN1CCOCC1)S(=O)(=O)c1ccccc1 (stereo unspecified),6,-13,4,-5,8,6,0,-2
C=CCN1C(=O)C(CC(=O)NCC)SC1=Nc1cc(Cl)ccc1Cl (stereo unspecified),13,-4,-6,11,-2,-1,10,0
O=C(CCC(=O)c1ccc(F)cc1)Nc1cccnc1,28,-7,-2,-9,-6,-3,8,-2
Cc1cccc(/C=C(\C(=O)O)c2ccc(S(=O)(=O)N3CCCC3)s2)c1,-36,46,10,13,-22,0,5,-1
O=C(Oc1cccc(Br)c1)c1cccnc1,13,-2,-4,-2,6,-4,1,1
CC(=O)c1cccc(NC(=O)C2CCN(C(=O)c3ccc([N+](=O)[O-])cc3)CC2)c1,13,2,-16,5,8,-2,4,0
O=C(Oc1cccc2ccccc12)c1ccncc1,8,-1,9,7,4,0,7,3
COc1ccccc1N1CCN(S(=O)(=O)c2c(C)[nH]c(C)c2C(=O)N2CCCCC2)CC1,9,-3,10,4,-1,1,1,0
O=C(NCCCCc1ccccc1)C1CC(c2ccc([N+](=O)[O-])cc2)=NO1 (stereo unspecified),26,-7,-3,1,6,-4,-8,2
Cc1ccc(N2CC(C(=O)Nc3nnc(SCC(=O)N4CCOCC4)s3)CC2=O)cc1 (stereo unspecified),-26,-6,-10,7,5,-5,6,0
Cc1ccc(SCC(=O)Nc2ccc(N3CCN(C)CC3)c(F)c2)c(C)c1,10,-16,-27,2,9,-11,-6,0
CC(=O)c1ccc(S(=O)(=O)N(C)CCCC(=O)N(C)Cc2ccccc2F)cc1,21,-2,-10,9,-6,4,10,3
COC(=O)C1=CC(C(=O)c2cccs2)=NN(c2ccc(OC)cc2)C1C(=O)OC (stereo unspecified),36,-6,7,-2,-106,3,3,61*
C=CCn1c(NC(=O)c2ccco2)nc2ccccc21,-77,3,-13,8,-2,5,3,2
CCOC(=O)CSc1nnc(CSc2nc(N)c3c(C)c(C)sc3n2)n1-c1ccccc1,13,0,-5,10,12,-5,-5,-3
Cc1ccc(-c2csc(NC(=O)COC(=O)c3cccc(S(=O)(=O)N4CCOCC4)c3)n2)cc1,x,-4,51*,10,-5,0,36,x
CCOC(=O)[C@@H]1[C@H]2COc3ccc(Br)cc3[C@@H]2N2C(=O)N(c3ccc(OC)cc3)C(=O)[C@]12C,8,-11,-27,12,6,-9,-14,1
CCn1c2ccc(OC)cc2c2nc3ccccc3nc21,x,-4,5,10,-34,5,3,x
CCCCC1S/C(=N/N=C/c2ccc(OC)cc2)N(Cc2ccc(OC)cc2)C1=O (stereo unspecified),4,-6,15,5,0,8,-8,1
CC1CCc2c(sc(NC(=O)COC(=O)C3CCCO3)c2C#N)C1 (stereo unspecified),-5,-5,-5,-8,-7,5,3,-9
O=C(Cn1cnc2c(NCc3ccccc3)ncnc21)NCCCN1CCCC1=O,3,1,x,3,x,x,6,-3
O=S(=O)(c1ccc(C(F)(F)F)cc1)N1CCN(CCc2ccccc2)CC1,2,-10,-11,19,2,-2,-6,0
CC1CCN(C(=S)c2cn(Cc3ccc(F)cc3)c3ccccc23)CC1,14,-8,-1,34,-10,-9,-2,1
CC(C)Oc1cccc(C(=O)N/N=C/c2coc3ccccc3c2=O)c1,-52,-3,8,5,2,-4,-2,3

# Retrieved by compound from the entries so far (2):
SMILES,SENP8 block-1,A3G deaminase,SENP6 block,Apaf-1 inh,UBC13 inh,SENP8 block-2,SENP7 inh,SENP1 inh
Cc1ccc(CNC(=O)CCCn2nc(C)c3c(C)n(-c4ccccc4)nc3c2=O)cc1,12,-3,-13,6,2,4,1,0
O=C(N/N=C/C=C/c1ccco1)c1cnccn1,32,15,4,-11,-11,5,1,2
